# Bioassay records: PubChem BioAssay, National Center for Advancing Translational Sciences (NCATS)
# Nrf2 block: Nrf2 qHTS screen for inhibitors; A549 ARE-Fluc reporter, luciferase luminescence, 18-24 h; Potency, µM (doses to about 46 µM), for the others: at the highest dose activity change, negative = inhibition, most hits filed as inhibitors; 2.1% of 360,000 active; AID 504444, 2011; further: potency means the concentration at half of the fitted maximal effect; on the % scale 0 is the no-effect control and ±100 the full control effect; nearly all actives have a fitted effect of over 60% in size
#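 Nrf2 function is reported as luminescence of an ARE-controlled luciferase in A549 cells. Compounds were tested at several concentrations, and a CellTiter-Fluor read on the same wells flagged cytotoxicity.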
# IL-1B inflam inh: qHTS for Inhibitors of Inflammasome Signaling: IL-1-beta AlphaLISA Primary Screen; THP-1 LPS/ATP IL-1B secretion, AlphaLISA, 16 h; active compounds read low; activity change, % at 57.5 µM; 4.7% of 360,000 active; AID 743279, 2014; in the data active means activity change below about -50%; inconclusive means mostly about -30% to -49%; further: on the % scale 0 is the no-effect control and ±100 the full control effect
#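 Secreted IL-1B measured by AlphaLISA bead assay after 16 h compound exposure of THP-1 cells; compounds (final up to 57.5 uM) added 1 h before LPS (250 ng/mL) and ATP (1.25 mM) stimulation; lower signal means less secretion.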
# MCF10A rereplic: A quantitative high throughput screen for small molecules that induce DNA re-replication in MCF 10a normal breast cells; MCF 10A DNA re-replication, Hoechst nuclear intensity, 48 h; Potency, µM (highest dose often 46.1 µM), inactives show at the highest dose activity, positive = re-replication, usual class: activators; 2.9% of 350,000 active; further: potency means the concentration at half of the fitted maximal effect; % of control where 0% means no effect; nearly all actives have a fitted effect of over 50% in size
# TGFb inhibitor: qHTS for Inhibitors of TGF-b; HepG2 CAGA-GFP TGF-b/SMAD3 reporter, GFP fluorescence, 18 h; TGF-beta stimulated, 500 pg/mL final; Potency, µM (titrated, usually from 46.1 µM), for the others: at the top dose activity, negative = inhibition, hits mostly inhibitors; 1.2% of 410,000 active; AID 588855, 2011; further: potency means the concentration at half of the fitted maximal effect; on the % scale 0 is the no-effect control and ±100 the full control effect; nearly all actives have a fitted effect of over 65% in size
#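 Using HEPG2 CAGA-GFP reporter cells at 1000 cells/well, we pinned test compounds, stimulated with recombinant TGF-beta (500 pg/mL final) and measured total well GFP after 18 h.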
# A549 tox: Nrf2 qHTS screen for inhibitors: counterscreen for cytotoxicity. A549 ARE-Fluc cells, CellTiter-Fluor viability, 18-24 h. Potency, µM (doses to about 46 µM), for the others: at the top dose activity change, negative = cytotoxicity, actives largely listed as inhibitors. 0.16% of 390,000 active; further: potency means the concentration at half of the fitted maximal effect; on the % scale 0 is the no-effect control and ±100 the full control effect
#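 Cytotoxicity counterscreen: CellTiter-Fluor fluorescence was measured in A549 ARE_Fluc cells after 18-24 h of compound exposure in a concentration series. The subsequent BugLite luminescent read reports ARE-luciferase activity.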
# HepG2 viability: qHTS for Inhibitors of TGF-b: Cytotox Counterscreen. HepG2 CAGA-GFP viability, ATP luminescence, 18 h. Potency, µM (doses to about 46.1 µM), for inactives: top-dose activity change, negative = cytotoxicity, hits mostly cytotoxic. 0.76% of 410,000 active; further: potency means the concentration at half of the fitted maximal effect; some results filed as inactive show a strong effect at the top dose
#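 CellTiter-Glo luminescence gave cytotoxicity after 18 hours at 37 degrees C. The cells were HepG2 CAGA-GFP in 1% FBS DMEM, stimulated with 500 pg/mL TGF-beta after compound addition. %Activity was normalised to no-cell wells (complete cell-killing) and DMSO (no toxicity), and curves were fitted and classified.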
# S2 tox: Viability Counterscreen for Primary qHTS for Inhibitors of ATXN expression. 0.49% of 400,000 active. S2 cells (HEK-293 line with an ATXN2-luciferase reporter) viability, CellTiter-Fluor protease fluorescence, 24 h. Potency, µM (doses to about 56.7 µM), actives largely listed as cytotoxic; further: potency means the concentration at half of the fitted maximal effect; nearly all actives have a fitted effect of over 40% in size
# Nrf2 activator: qHTS of Nrf2 Activators | AREc32 ARE-luciferase reporter (MCF7-derived line), luminescence, 24 h | Potency, µM (series often up to 46.1 µM), for the others: at the highest dose activation, most hits filed as activators | 0.31% of 410,000 active; further: potency means the concentration at half of the fitted maximal effect; % of control where 0% means no effect; nearly all actives have a fitted effect of over 65% in size
#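 Luciferase luminescence (Steady-Glo, 30 min at room temperature) served as the read-out of ARE activation in AREc32 cells treated with compounds for 24 hr at 37 deg C.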
# ATXN2 expr inh: Primary qHTS for Inhibitors of ATXN expression; HEK-293 ATXN2-luciferase reporter, luminescence, 24 h; Potency, µM (top dose mostly 57 µM), without a hit: top-dose activity change, negative = inhibition, hits mostly inhibitors; 0.72% of 360,000 active; AID 1745845, 2022; further: potency means the concentration at half of the fitted maximal effect; on the % scale 0 is the no-effect control and ±100 the full control effect; nearly all actives have a fitted effect of over 55% in size
#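 qHTS (up to 57 uM final) was run with 24 h compound exposure of reporter cells at 37 °C. Each well was multiplexed: SteadyGlo luminescence measured ATXN2-luciferase expression after a fluorogenic Gly-Phe-AFC viability readout (25 uM final).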
# Starred values were filed as active, the others as inactive; i = inactive; ? = inconclusive; / = no result given; & = joins results of further samples; [ ] = dose if it differs, or a comment. Unless noted, the call rests on the fitted dose curve; in most records, active means well fitted curve in the direction sought with a large enough effect; inconclusive means small, poorly fitted or top-dose-only effect, or another doubt; inactive means no such curve, though single readings can be large; an effect the other way counts as inactive or inconclusive. This is a random part of the collection, and some 8.8% of all compounds hit somewhere here.
nr	Structure	MCF10A rereplic	TGFb inhibitor	Nrf2 activator	IL-1B inflam inh	HepG2 viability	S2 tox	Nrf2 block	ATXN2 expr inh	A549 tox
1	O=C(CN1C(=O)NC(c2ccccc2)(c2ccccc2)C1=O)Nc1ccc(N2CCOCC2)cc1	15%	12%	3.3%	-7	4%	i	0%	-5%	3%
2	COc1ccc(NC(=O)NNC(=O)C(C)Oc2ccc3ccccc3c2)cc1 (stereo not given)	5%	-7%	0.2%	-8	-2%	i	17%	-3%	-2%
3	CCOC(=O)N1CCC(N2Cc3cccc(C(=O)Nc4c(C)cccc4CC)c3C2=O)CC1	-4%	-9%	0.6%	-55*	-30%	i	?	-3%	-8%
4	CC1=C(C(=O)N(C)C)CC(CC(=O)NC(c2ccccc2)c2ccccc2)C(=O)N1Cc1ccccc1 (stereo not given)	/	-4%	1.1%	-22	24%	i	/	-7%	/
5	CC1CCC(NC(=O)CCc2cn(Cc3ccccc3Cl)c3ccccc23)CC1 (stereo not given)	/	16µM*	3.9%	/	-21%	/	-12%	/	6%
6	O=C(Nc1ccc(F)c(F)c1)C1=COCCO1	0%	-1%	-0.3%	1	-14%	i	18%	6%	-1%
7	CCOc1ccccc1C1CC(c2ccc(F)cc2)Nc2nc(N)nn21 (stereo not given)	-2%	-20%	-1.2%	1	-9%	i	8%	-7%	-14%
8	C=CCN1C(=NC(=O)COc2ccccc2)SC2CS(=O)(=O)CC21 (stereo not given)	-3%	6%	-1.0%	0	4%	?	-13%	-2%	-1%
9	CCOc1ccccc1C(=O)N(Cc1ccccc1F)C1CCS(=O)(=O)C1 (stereo not given)	/	-8%	-0.4%	/	-18%	/	2%	/	5%
10	CC1(Cc2ccc(F)cc2)C(=O)Nc2ccc(S(=O)(=O)NC3CCCCC3)cc21 (stereo not given)	/	?	0.0%	0	-20%	?	/	?	/
11	Cc1ccc2cc3cc(C(=O)NCc4ccco4)oc3nc2c1	17%	-2%	2.5%	?	-2%	i	-17%	2%	1%
12	Cc1ccc(C(=O)NCCn2cc(SCC(=O)N3CCOCC3)c3ccccc32)cc1	14%	1%	-0.6%	-7	-4%	i	-28%	5%	-4%
13	CCCCC(c1nc2ccccc2[nH]1)n1c(-c2ccccc2)nc2cc(C)c(C)cc21 (stereo not given)	/	3%	2.6%	0	-27%	i	/	35%	/
14	Cn1c(=O)cc(SCC(=O)NCCCN2CCOCC2)c2ccccc21	-1%	11%	-0.3%	-20	-17%	i	-19%	5%	-2%
15	CCC(=O)c1ccc(OCC(=O)OCc2csc(CC(=O)Nc3ccccc3C)n2)cc1	/	-2%	-0.6%	11	0%	i	/	/	/
16	OCCN1CCN(CCCN2c3ccccc3CCc3ccccc32)CC1	/	-1%	1.0%	-26	-19%	i	/	/	/
17	CSc1ncccc1C(=O)N1CCCC(N2CCN(c3ccccc3F)CC2)C1 (stereo not given)	-9%	4%	0.2%	36	-6%	i	?	1%	0%
18	Cc1ccc(-c2cnc3n2CCCCC3)cc1	16%	-1%	-0.7%	9	6%	i	5%	/	-2%
19	Cc1cn2c(=O)cc(COc3cc(C)c(Cl)c(C)c3)nc2s1	/	1%	4.5%	/	-2%	i	12%	11%	-1%
20	CCN(CC)c1ccc(NC(=O)c2c(C)noc2C)cc1	0%	31%[activator]	-0.3%	-11	8%	i	1%	16%	-5%
21	O=C(Nc1ccc(N2CCOCC2)cc1)c1ccc(Br)o1	-2%	12%	-0.5%	?	-16%	i	?	-25%	-1%
22	COc1ccccc1CCC(=O)OCC(=O)Nc1ccc(C(N)=O)cc1	-13%	8%	-0.6%	19	2%	i	1%	2%	-6%
23	COc1ccc(N2CC(O)=C(c3nc4ccccc4s3)C2=N)c(OC)c1	11%	-9%	-0.4%	15	-17%	i	7%	-4%	/
24	CSc1ncccc1C(=O)OCC(=O)Nc1ccc(N2CCOCC2)cc1	0%	0%	3.3%	34	12%	?	3%	-25%	2%
25	CCCCn1c(N)c(N(CCOC)C(=O)c2ccc(Br)s2)c(=O)[nH]c1=O	-4%	?	-0.6%	-5	3%	i	9%	-9%	-9%
26	CCOC(=O)c1ccccc1NC(=O)c1cncc(Br)c1	1%	6%	-0.2%	21	-1%	?	2%	0%	0%
27	CCOc1ccccc1OCCOc1ccccc1OC(C)C	0%	-23%	2.5%	-1	5%	i	19%	-12%	2%
28	CCOc1ccc(C(=O)NC(=S)N2CCN(c3ccc(C(F)(F)F)cc3[N+](=O)[O-])CC2)cc1	28%	?	3.6%	35	5%	?	10%	-17%	-3%
29	CN(C)S(=O)(=O)c1cc(NC(=O)COC(=O)C2COc3ccccc3O2)ccc1Cl (stereo not given)	-6%	2%	0.2%	3	-6%	i	9%	/	0%
30	CC(=O)/C(=C/N(C)C)C(=O)Nc1ccc(Cl)cc1Cl	18µM*	?	2.2%	-8	-20%	i	20%	-19%	-4%
31	O=S(=O)(c1ccccc1F)N1CCN(c2nc3ccccc3s2)CC1	0%	0%	2.2%	-5	-16%	i	?	6%	6%
32	Cc1cc(C)c(NC(=O)Cc2ccc(-n3cccc3)cc2)c(C)c1	0%	-5%	-0.6%	27	-10%	i	-7%	3%	-4%
33	N#Cc1c(N)n[nH]c1CCCN	1%	15%	-0.1%	0	-1%	i	?	-8%	-3%
34	O=C(NCC1(c2ccccc2)CCCC1)c1ccc(Br)o1	22%	-7%	4.6%	-21	3%	i	14%	-14%	11%
35	CCOc1ccc(NC(=S)NCc2nc3ccccc3[nH]2)cc1	17%	-8%	3.7%	-14	-54%	i	7%	/	4%
36	O=C(NCCN1CCOCC1)c1cc(-c2ccc(Br)cc2)on1	-7%	23%	-0.7%	6	39%	i	3%	11%	-4%
37	CCc1nc2sc3ccccc3c(=O)c2c(=O)n1CCOC	-20%	-13%	3.5%	-7	-1%	i	/	9%	2%
38	Cc1ccc(Cn2nc(C)c3cc(C(=O)OCC(N)=O)sc32)cc1	2%	15%	-0.4%	18	0%	i	-15%	-4%	0%
39	CC1=C(C(=O)OC(C)C)C(c2cccs2)N2C(=O)C(C)SC2=N1 (stereo not given)	23%	5%	0.1%	-19	2%	i	-1%	-6%	6%
40	O=C(CN1CCN(Cc2ccccc2)CC1)N1CCCc2c1c(=O)oc1ccc(O)cc21	21µM*	-6%	0.1%	36	-17%	?	3%	-27%	?
41	CCOc1ccc(CCNC(=O)CCSCc2ccc(Cl)cc2)cc1OCC	/	-3%	-0.3%	/	-25%	/	/	/	29%
42	CC(C)(C)C(=O)NNC(=O)c1ccc(Oc2cc(Cl)cc(Cl)c2)o1	0%	-2%	-0.8%	7	11%	i	-1%	-5%	0%
43	CCN(C(=O)c1cc2c(Cl)nc3ccccc3c2s1)c1cccc(Cl)c1	/	-1%	0.0%	/	7%	i	16%	8%	?
44	O=C(c1ccco1)N(c1ccccn1)c1ccccn1	1%	-3%	2.0%	0	5%	i	8%	1%	1%
45	CN(C)S(=O)(=O)N1CCN(S(=O)(=O)N2CCOCC2)CC1	0%	16%	0.3%	-1	4%	i	2%	12%[11.3 µM]	-2%
46	COCCCNC(=O)C1CCC(=O)N(c2ccc3c(c2)OCO3)C1c1ccc(OC)cc1 (stereo not given)	-4%	-3%	0.1%	3	-21%	?	5%	/	11%
47	Cc1ccc(C(=O)NCC(=O)N2CCN(c3ccccc3)CC2)cc1	5%	42%[activator]	0.1%	-15	-1%	i	-20%	/	0%
48	Cc1ccc(Cn2cc(/C=C(/C#N)C(=O)Nc3cccc(Cl)c3)c3ccccc32)cc1	/	?	-1.2%	/	-27%	i	?	-13%	-9%
49	O=C(Cc1ccc(NC2=NC3CS(=O)(=O)CC3S2)cc1)NCc1ccccc1Cl (stereo not given)	2%	2%	-0.5%	-14	-5%	i	2%	-4%	-2%
50	Cc1ccc(C(=O)N2CCCC(CCC(=O)N3CCN(c4ccccn4)CC3)C2)cc1 (stereo not given)	1%	-22%	-0.5%	?	-21%	i	15%	?	2%
51	CCC1CCCCN1CCCNC(=O)CN1C(=O)c2cccnc2Oc2ccc(C)cc21 (stereo not given)	-1%	21%&2%	-0.8%&0.4%	-10	0%&11%	i	?	10%	3%&14%
52	O=C(NCc1cccs1)C1CCCN1C(=O)Nc1cccc(F)c1 (stereo not given)	6%	12%	0.3%	-5	3%	i	-1%	1%	1%
53	COc1cccc(-c2nc(CS(=O)(=O)CC(=O)NC3CCC(C)CC3)c(C)o2)c1 (stereo not given)	13%	?	-0.2%	-7	-17%	i	?	-23%	-9%
54	CC(=O)Nc1cccc(NC(=O)CSc2ccc3nnc(CCNC(=O)c4ccccc4)n3n2)c1	-1%	-12%	-0.2%	-1	2%	i	-5%	/	-8%
55	CCOC(=O)c1ccccc1NC(=O)c1cn(-c2ccc(C)c(C)c2)c(=O)c2ccccc12	?	-16%	0.0%	?	1%	i	?	0%	5%
56	Cc1cc(NS(=O)(=O)c2ccc(NC(=O)C(C)Oc3ccc4c(C)cc(=O)oc4c3)cc2)no1 (stereo not given)	-5%	-2%	-0.2%	15	21%	i	-6%	1%	-5%
57	CCOC(=O)C1CCN(C(=O)Cn2c(=O)cc(C)c3c(C)nn(C)c32)CC1	/	-38%	2.3%	/	-55%	?	9%	-22%	-2%
58	COc1c2c(c3c(c1OC)c(=O)c1ccccc1n3C)OCO2	10%	-8%	3.0%	6	1%	/	-13%	-7%	25%
